# KKLEB tox: CF airway cell cytotoxicity counter-screen; KKLEB CF airway cells viability, ATPlite luminescence, overnight; hits give low values; cells stimulated with P. aeruginosa culture filtrate; activity change (cytotoxicity), % at 5 µM; 360,000 compounds, 0.36% hits; AID 602141;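 active means corrected activity change at or below -50% at 5 µM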
# Vif inh: HIV Vif inhibition; 340,000 compounds, 0.35% hits; inhibition, % at 7.49 µM; HEK293T cells, Vif self-association by quenched fluorescence, imaging, 24 h; in the data active means inhibition above about 50%, passing the limit was not always enough; further: some results filed as inactive read as strong as hits
# NR2E3 ag-1: NR2E3 (human) agonism | Q9Y5X4 | GST-NR2E3/biotin-RetCOR TR-FRET, 1536-well | inhibition of corepressor binding, % at 4.78 µM | 320,000 compounds, 0.12% hits | AID 2300;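 active means percent inhibition above the cutoff of mean plus 3 SD of all tested compounds, set per screening campaign, cut at about 20% in these data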;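 further: 0% = DMSO wells and 100% = biotin wells as full block of FRET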
# Target sequence (Q9Y5X4 whole entry, looked up): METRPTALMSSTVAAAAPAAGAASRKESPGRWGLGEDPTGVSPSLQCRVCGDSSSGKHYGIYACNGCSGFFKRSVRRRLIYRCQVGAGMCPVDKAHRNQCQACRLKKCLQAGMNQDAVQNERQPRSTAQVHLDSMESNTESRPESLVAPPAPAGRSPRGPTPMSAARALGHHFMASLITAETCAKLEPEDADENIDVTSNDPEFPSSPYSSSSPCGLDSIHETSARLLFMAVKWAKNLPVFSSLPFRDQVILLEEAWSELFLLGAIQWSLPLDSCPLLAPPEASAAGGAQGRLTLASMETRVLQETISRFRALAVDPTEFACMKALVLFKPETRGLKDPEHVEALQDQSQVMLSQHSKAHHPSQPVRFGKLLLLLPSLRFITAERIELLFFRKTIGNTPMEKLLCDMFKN
#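 Material: NR2E3–RetCOR corepressor complex / Incubation: Compound–protein incubation for 5 h at 4 °C / Dosing: compound at 4.8 µM, single dose / Detection: time-resolved FRET / Benchmarks: high control biotin, low control 0.6% DMSO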
# NR2E3 ag-2: human photoreceptor-specific nuclear receptor agonism. 360,000 compounds, 0.35% hits. AID 602229. CHO-S Gal4-NCOR/VP16-NR2E3 two-hybrid, luciferase. inhibition of corepressor binding, % at 3.98 µM. Q9Y5X4;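 active means inhibition above the mean of all tested compounds plus 3 SD, cut at about 70% in these data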;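 further: 0% = DMSO with NR2E3 transfected cells and 100% = cells lacking NR2E3 construct; higher means lower luciferase signal from less NR2E3 corepressor binding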
# PDI inh: inhibitors of human protein disulfide isomerase. P07237. PDI insulin aggregation turbidity, A650, 90 min. inhibition, % at 10 µM. 350,000 compounds, 0.052% hits. AID 588391;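 active means mean inhibition across replicates of 30% or more, whatever share of single replicates reach that level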;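 further: absorbance from insulin aggregation driven by PDI reduction with DTT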
# Target sequence (P07237 whole entry, looked up): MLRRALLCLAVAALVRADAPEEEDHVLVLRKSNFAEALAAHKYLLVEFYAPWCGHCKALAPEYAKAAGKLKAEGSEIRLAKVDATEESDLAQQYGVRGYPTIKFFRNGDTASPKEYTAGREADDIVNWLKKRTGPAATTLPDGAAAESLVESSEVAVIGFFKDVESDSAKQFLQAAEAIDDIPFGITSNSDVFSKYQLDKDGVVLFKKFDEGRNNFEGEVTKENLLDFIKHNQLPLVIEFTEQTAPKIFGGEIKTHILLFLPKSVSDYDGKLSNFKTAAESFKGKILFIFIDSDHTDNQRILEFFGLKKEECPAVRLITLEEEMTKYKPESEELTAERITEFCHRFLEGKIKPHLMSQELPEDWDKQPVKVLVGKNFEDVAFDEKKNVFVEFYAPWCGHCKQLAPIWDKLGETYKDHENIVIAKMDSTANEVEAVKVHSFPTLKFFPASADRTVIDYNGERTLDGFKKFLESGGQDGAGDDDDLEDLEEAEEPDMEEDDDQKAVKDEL
# CF NFkB block: inhibitors of cystic fibrosis induced NF-kB | KKLEB NF-kB-GFP reporter, PAF-induced, GFP fluorescence overnight | inhibition, % at 5 µM | 360,000 compounds, 0.86% hits;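 active means at least 50% inhibition at 5 µM, scaled per plate between neutral and stimulator controls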;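 further: PAF is a Pseudomonas aeruginosa culture filtrate used as stimulus; plate controls were PAF-stimulated DMSO wells for no effect and unstimulated DMSO wells for full effect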
# Shn3 inh set2: reduces Shn3 3'UTR luciferase signal in osteoblasts; Clone20 osteoblast Shn3 3'UTR firefly luciferase, 24 h; inhibition, % at 12.5 µM; 360,000 compounds, 0.52% hits; AID 588674;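 active means mean inhibition of at least 75% with every replicate also reaching 75%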;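 further: 0% = median of neutral control wells and 100% = pilot-screen positive control compound; some compounds past the cut are filed as inactive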
# CaV13 ICDI inh: Disruptors of the CACNA1D IQ motif to Ca2+-dependent inactivation inhibitor domain association, primary screening, Förster resonance energy transfer in intact living …; 340,000 compounds, 0.098% hits; HEK cells, CFP/YFP FRET ICDI-IQ, plate reader, 10 min; percent FRET-ratio fall versus neutral wells; inhibition, % at 12.3 µM; AID 743397;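 active means mean replicate inhibition of at least 30% and at least 1% of replicates passing that level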;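 further: 0% = median of the neutral control wells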
# HIF-2a inh: blocks HIF-2a reporter activity | 786-0 RCC cells HIF-2a reporter, luciferase luminescence, overnight | inhibition, % at 18.8 µM | 360,000 compounds, 0.72% hits | AID 624352;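 active means inhibition of the luminescence signal of 40% or more relative to plate controls, in a single-dose primary screen at 18.75 µM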
# MITF TRPM1 inh: reduces MITF-dependent TRPM1 promoter luciferase signal. SK-MEL-5 TRPM1 promoter luciferase, 24 h. inhibition, % at 12.5 µM. 330,000 compounds, 0.83% hits. AID 488899;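 active means mean inhibition across replicates of 60% or more, whatever share of single replicates reaches that level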; further: values of inactives mirror those of a sister screen read the other way
# Peg3 prom inh: inhibitors of Peg3 promoter | HeLa PEG-Prom luciferase reporter, luminescence, overnight | inhibition, % at 20 µM | 360,000 compounds, 1.7% hits;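 active means inhibition of at least 50% at 20 µM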
# Starred values were filed as active, the others as inactive; nt = no result given.
SMILES,KKLEB tox,Vif inh,NR2E3 ag-1,NR2E3 ag-2,PDI inh,CF NFkB block,Shn3 inh set2,CaV13 ICDI inh,HIF-2a inh,MITF TRPM1 inh,Peg3 prom inh
CC1S/C(=N/N=C/c2cccs2)NC1=O (configuration not stated),-4.8,-2.4,2.6,-33.8,8.1,-2.1,1.4,-5.4,-53.7,2.1,-86.8
COc1cccc(C(=O)COc2cccc(NC(=O)c3cccc([N+](=O)[O-])c3)c2)c1,-0.6,-16.1,-0.5,-39.3,-1.7,5.7,22.7,nt,-7.1,-3.7,28.6
Cc1nn(C(C)(C)C)c(OC(=O)c2ccc(Br)o2)c1Sc1ccccc1,6.6,-2.3,-3.6,-16.4,2.2,30.8,7.0,-3.6,7.2,8.5,10.3
CCOc1ncccc1C(=O)OCC(=O)Nc1cc(S(=O)(=O)N2CCOCC2)ccc1Cl,1.2,0.3,2.5,6.2,-1.2,6.3,-29.3,13.2,13.3,-5.4,18.5
CCCC(=O)Nc1sc2c(c1C#N)CC(C)(C)NC2(C)C,0.4,-5.2,2.6,-18.0,-2.8,7.0,9.0,-6.7,14.2,-6.1,9.1
O=C(NCCn1c(C(F)(F)F)nc2ccccc21)[C@H]1CCCN1c1nc(CN2CCCCC2)cs1,7.4,5.6,1.4,12.1,-3.6,-31.2,-23.7,-8.9,-1.5,-15.6,7.1
NC(=O)c1ccc(NC(=O)COC(=O)c2cc([N+](=O)[O-])ccc2N2CCOCC2)cc1,1.8,-2.3,-1.8,-18.2,-2.2,9.8,4.9,-6.6,22.6,9.2,5.2
Cc1ccc(NC(=O)CN(C)CC(=O)Nc2cccc(F)c2)cc1S(=O)(=O)N1CCCCCC1,-13.5,-4.7,6.3,-11.7,-2.6,-10.6,19.1,-4.7,14.9,10.1,59.1*
O=C(c1ccc(F)cc1)N1CCC(C(=O)N2CCN(S(=O)(=O)c3ccccc3Br)CC2)CC1,6.0,nt,-0.1,-16.3,3.3,11.2,7.4,-6.1,4.9,5.4,-2.8
Cc1nc(C)n(C(C)CNC(=O)c2ccco2)n1 (configuration not stated),1.2,-1.6,nt,19.9,12.0,-0.1,-2.0,3.9,16.9,5.8,-2.8
C=CCn1c(SCC(=O)NC2CCCCC2)nnc1C(C)NC(=O)c1cccs1 (configuration not stated),-4.0,-2.4,-3.1,10.3,-1.9,-1.6,2.3,-8.6,13.2,0.3,8.7
COc1ccc(CCNC(=S)Nc2cc(C)ccc2C)cc1,-1.9,0.4,0.4,-10.1,2.1,-1.9,-5.6,nt,27.7,-3.7,16.7
Oc1ccc(N2CCN(C(c3cccs3)c3nnnn3CCc3ccccc3)CC2)cc1 (configuration not stated),11.5,2.8,1.8,16.1,5.5,0.8,-8.6,nt,8.3,11.8,27.2
Cc1ccc(O)c(N)c1,-1.9,-8.2,-2.1,-36.0,nt,-12.4,-49.9,nt,-58.4,-10.2,-148.2
CCC(C(=O)OCC(=O)c1ccc2c(c1)NC(=O)CO2)c1ccccc1 (configuration not stated),5.1,-5.2,-0.2,-2.5,-3.0,-15.5,2.3,-2.3,6.4,-19.1,-7.2
Cc1cc(C)nc(N2CCCC(C(=O)Nc3ccc(F)cc3)C2)n1 (configuration not stated),0.7,-9.3,-0.7,-7.6,1.7,3.4,11.5,-18.6,-0.7,7.7,13.1
O=C(c1cccnc1)N1CCc2ccccc21,1.1,16.2,0.3,-13.0,-0.1,-0.6,-12.7,-4.6,5.3,22.7,21.6
COc1cc(C(=O)NCC(=O)OCc2ccc(F)cc2)cc(OC)c1OC,14.1,-14.2,nt,5.2,-10.5,-21.0,3.8,-3.4,4.8,6.3,10.0
CN(CC(=O)Nc1cccc(F)c1)C(=O)c1cccc(S(=O)(=O)N2CC3(C)CC2CC(C)(C)C3)c1 (configuration not stated),34.4,1.7,-1.4,-10.6,-1.8,-33.0,25.3,-2.0,12.2,-9.9,17.1
COC(=O)c1sc(N2C(=O)C(=O)/C(=C(/O)c3ccccc3)C2c2ccco2)nc1C (configuration not stated),2.1,7.0,-1.5,-8.0,0.7,-1.5,-9.2,-8.2,13.0,4.6,15.6
O=C(NCCC1CCCCN1S(=O)(=O)c1ccccc1)C(=O)NCc1ccco1 (configuration not stated),-0.3,-1.7,-3.3,12.9,-4.0,4.2,-0.8,-7.5,15.7,12.2,9.3
Cc1ccc(CCNC(=O)CNC(=O)c2cccs2)cc1,1.3,-1.9,2.3,-22.3,-1.9,9.7,-6.7,-2.5,10.2,-7.7,3.0
CCCc1cnc(Nc2nc(C(N)Cc3ccc(C(F)(F)F)cc3)cs2)nc1 (configuration not stated),-7.3,9.7,nt,-19.2,8.8,17.3,-6.8,-10.7,26.9,nt,96.5*
C#CCOCCOCCOCCNc1nc(N2CCOCC2)nc(N2CCN(C(=O)Cn3cc(CC(C)O)nn3)CC2)n1 (configuration not stated),7.4,3.0,-2.7,-12.7,-1.9,-9.9,2.6,-9.1,13.5,-10.8,6.7
Cc1c(C(=O)N2CCCCCC2)c(S(=O)(=O)NCc2ccccc2Cl)c(C)n1C,4.8,-5.8,0.1,1.2,8.5,-21.7,14.1,-5.7,15.5,16.0,1.3
COc1ccc(NC(=O)c2cc3ccccc3o/c2=N\NS(=O)(=O)c2ccc(C)cc2)cc1,-26.1,-7.4,-2.1,-35.8,-3.7,28.9,-74.1,-2.8,-212.2,-57.0,-149.8
COc1cccc(OC)c1C(=O)NC(=O)Oc1c(F)cccc1F,5.4,2.7,-2.6,0.8,1.1,4.0,0.6,nt,7.7,5.5,18.6
O=C1C=C(c2ccccc2)CC(c2cccs2)C1n1cnc([N+](=O)[O-])c1 (configuration not stated),-0.9,8.2,-1.2,-28.7,3.9,1.8,8.1,-1.3,19.6,-5.8,13.4
OCCC1CN(Cc2nc(-c3ccccc3)cs2)CCN1CCc1ccccc1 (configuration not stated),-5.1,2.2,8.8,7.2,4.4,11.8,-0.3,-4.1,6.3,10.8,9.9
Cn1nnnc1SCC(=O)Nc1nc2ccccc2s1,-6.9,-2.0,2.2,-30.9,10.0,4.3,-23.6,-3.9,-134.1,-29.9,-125.9
COc1cccc(S(=O)(=O)N(C)C[C@@H]2OCc3cn(nn3)CCCC(=O)N([C@@H](C)CO)C[C@H]2C)c1,-5.8,11.6,nt,4.4,-0.3,-14.0,-5.4,-6.3,11.5,nt,-5.9
Cc1ccc(C23CC4CC(CC(C(=O)NN)(C4)C2)C3)cc1,-6.1,-2.4,nt,2.8,-2.4,-9.0,5.3,-1.8,13.3,-0.4,4.4
COc1ncccc1C(=O)N1CCCC(N2CCN(c3ccc(F)cc3)CC2)C1 (configuration not stated),-0.3,-2.0,4.3,11.6,-10.6,17.3,6.8,-5.0,6.1,3.0,-1.1
CCOc1ccc(N2C(=O)CC(NC3CCCCNC3=O)C2=O)cc1 (configuration not stated),2.2,22.2,-3.8,-7.5,0.1,-4.5,-18.0,-5.1,16.2,-1.8,2.9
COc1ccccc1C(=O)COC(=O)c1cccs1,8.2,-16.5,nt,-50.7,0.8,-16.2,-84.4,-6.6,-44.5,-76.4,-221.5
COc1cc(OC)cc(C(=O)NNS(=O)(=O)c2ccc(F)cc2)c1,6.4,1.1,-2.2,-29.0,6.2,16.0,-6.9,-4.1,19.8,15.5,21.4
COc1cc(OC)cc(C(=O)OCC(=O)NC2CCCCCC2)c1,8.0,6.6,-2.5,-3.2,1.9,4.0,2.8,-2.3,5.2,2.3,-0.7
Cc1ccc(S(=O)(=O)c2nc(S(C)(=O)=O)sc2N2CCC(C(N)=O)CC2)cc1,17.3,-0.8,-0.9,-3.3,-6.1,-0.3,-22.9,-4.5,4.3,4.1,5.6
COc1cc(/C=N/NC(=O)c2ccccc2NS(=O)(=O)c2cccs2)ccc1O,16.5,-0.7,nt,-9.2,-3.8,-39.5,-8.6,nt,1.5,-1.6,-11.2
CC(C)Oc1ccc(C2CC(=O)N(C)C2=O)cc1 (configuration not stated),7.4,4.7,3.1,-26.1,-3.1,-2.3,0.5,8.3,3.6,-3.1,3.4
COc1ccc(NC(=O)CNc2cc(S(=O)(=O)N3CCOCC3)ccc2N2CCOCC2)c(OC)c1,8.2,6.7,nt,3.7,-1.0,-6.5,10.6,-2.0,3.9,-2.4,6.4
COC(=O)c1ccc(CNC(=O)COC(=O)C2CC3C=CC2C3)cc1 (configuration not stated),-3.2,0.9,-0.3,-34.3,-4.5,8.4,-5.2,-1.9,8.2,6.2,9.2
CNc1ccccc1C(=O)OCC(=O)c1ccc(F)cc1,12.9,2.0,2.9,1.1,-5.0,0.7,-17.7,-4.2,-10.1,-1.5,-16.6
COc1ccc(-c2csc(N=C(N)N)n2)cc1,-3.4,0.4,-1.4,-51.5,-2.6,1.9,-22.7,-7.5,-200.4,-67.3,-227.6
Cc1ccc(Cl)cc1NC(=O)NCCN1CCCCC1,7.6,-3.1,-0.8,3.5,9.6,-3.6,11.5,-14.1,5.6,0.4,9.4
CC1(C)C2CCC1(CS(=O)(=O)N1CCN(c3ccccc3F)CC1)C(=O)C2 (configuration not stated),13.5,-2.2,1.1,5.5,0.3,-5.2,9.5,-2.1,-3.0,-5.9,14.4
CC(C)n1ncc2c(C(=O)Nc3cccc(C#N)c3)cc(C3CC3)nc21,13.8,-5.6,0.6,-30.9,-10.1,20.2,27.5,-4.2,12.5,21.8,42.8
COc1ccc(Br)cc1CN1CCC(N2CCCC2)CC1,-1.7,-0.6,-1.2,-0.3,-2.1,-0.1,-5.9,-19.6,16.4,-1.8,-14.6

# Single records (already shown). Values in the order: KKLEB tox | Vif inh | NR2E3 ag-1 | NR2E3 ag-2 | PDI inh | CF NFkB block | Shn3 inh set2 | CaV13 ICDI inh | HIF-2a inh | MITF TRPM1 inh | Peg3 prom inh
# CC(C)n1ncc2c(C(=O)Nc3cccc(C#N)c3)cc(C3CC3)nc21 in the list: 13.8 | -5.6 | 0.6 | -30.9 | -10.1 | 20.2 | 27.5 | -4.2 | 12.5 | 21.8 | 42.8
# COc1ccc(-c2csc(N=C(N)N)n2)cc1 in the list: -3.4 | 0.4 | -1.4 | -51.5 | -2.6 | 1.9 | -22.7 | -7.5 | -200.4 | -67.3 | -227.6
# COC(=O)c1ccc(CNC(=O)COC(=O)C2CC3C=CC2C3)cc1 (configuration not stated) in the list: -3.2 | 0.9 | -0.3 | -34.3 | -4.5 | 8.4 | -5.2 | -1.9 | 8.2 | 6.2 | 9.2
# COc1ncccc1C(=O)N1CCCC(N2CCN(c3ccc(F)cc3)CC2)C1 (configuration not stated) in the list: -0.3 | -2.0 | 4.3 | 11.6 | -10.6 | 17.3 | 6.8 | -5.0 | 6.1 | 3.0 | -1.1
# COc1cc(OC)cc(C(=O)NNS(=O)(=O)c2ccc(F)cc2)c1 in the list: 6.4 | 1.1 | -2.2 | -29.0 | 6.2 | 16.0 | -6.9 | -4.1 | 19.8 | 15.5 | 21.4

# Compounds were not picked by outcome. Share with any hit: about 3.3%.
